# Assay outcomes from PubChem.
# Rpn11 inh – Rpn11 (human) deubiquitinase inhibition; actives 0.59% (n = 360,000); human 26S proteasome, Ub4-pepOG fluorescence polarization; 20S core pre-blocked with epoxomicin; AID 588493; calls only at 20 µM; O00487;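 active = inhibition at 20 µM, scaled to each plate's controls, above about 33%, limit read from the data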
# MT1-MMP act inh – inhibitors of human MT1-MMP activation | P50281 | HT1080 RFP-PRO-GFP cells, GFP/RFP ratio fluorescence, overnight; percent of plate control window, DMSO zero | GFP/RFP ratio change, % at 20 µM | actives 0.061% (n = 360,000) | AID 651647;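 active = GFP/RFP ratio change of at least 30% with cell ATP level not reduced by more than half and red fluorescence within 50% of control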; note: strong numbers were not always called active
#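 Material: RFP-PRO-GFP reporter HT1080 cells. Dosing: single-point 20 µM compound, 1% DMSO. Controls: DMSO and RFP-L50D-GFP cell wells. Timing: cells overnight before dosing, compound overnight, 37 °C, 5% CO2. Measure: GFP/RFP fluorescence ratio.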
# eLon inh – inhibits E. coli Lon protease; AID 602123; inhibition, % at 7.94 µM; actives 0.42% (n = 360,000); P0A9M0; purified E. coli Lon protease, fluorescence polarization; in the data active = inhibition above about 13%, passing the limit was not always enough;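 note: 0% = enzyme with probe and DMSO and 100% = no enzyme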
# MsrA act – bovine methionine sulfoxide reductase A activation; purified bovine MsrA, absorbance read-out; activation, % at 10.6 µM; AID 602163; actives 0.3% (n = 360,000); in the data active = activation above about 7.5%;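 note: 0% = vehicle and 100% = reference activator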
# PABP1 MLLE inh – blocks PAM2 peptide binding to the PABP1 MLLE domain. inhibition, % at 20 µM. P11940. actives 0.36% (n = 360,000). GST-MLLE / FITC-PAM2 fluorescence polarization; in the data active = inhibition above about 35%, passing the limit was not always enough;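 note: plate controls were DMSO wells with GST-MLLE for no effect and wells lacking GST-MLLE protein for full effect; some results filed as inactive read as strong as hits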
# FAS TE block – inhibitors of human fatty acid synthase thioesterase domain; AID 602261; actives 0.67% (n = 360,000); P49327; inhibition, % at 15 µM; recombinant FAS-TE, OMFH fluorogenic substrate, fluorescence endpoint;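 active = compounds whose normalised, plate-corrected inhibition of enzyme fluorescence in the single-dose primary screen is 50% or more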;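 note: 0% = DMSO with enzyme and 100% = substrate without enzyme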
# MsrA inh – inhibitors of bovine MsrA. purified bovine MsrA, absorbance read-out. inhibition, % at 15.5 µM. actives 0.75% (n = 360,000). AID 651718; in the data active = inhibition above about 4.5%;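 note: 0% = vehicle wells with enzyme and 100% = reference inhibitor wells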
# Rin1 Abl inh – human Rin1-Abl interaction inhibition. P00519+Q13671. TR-FRET Rin1/Abl binding, biochemical. inhibition, % at 7.35 µM. actives 0.4% (n = 360,000). AID 588664; in the data active = inhibition above about 5%, passing the limit was not always enough
# CSN inh – blocks human CSN-mediated cullin deneddylation; Q92905; Purified CSN, SCF-Nedd8-OG deneddylation, fluorescence polarization; inhibition, % at 12.5 µM; actives 0.38% (n = 360,000);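 active = pattern-corrected inhibition above about 35%, with an unprinted fluorescence ratio check between 0.5 and 1.5, limit read from the data, passing the limit was not always enough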;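 note: 0% = enzyme with substrate and 100% = substrate without enzyme; some results filed as inactive read as strong as hits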
#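 Detection – fluorescence polarization · System – HEK293T-derived human Csn5 enzyme · Controls – substrate-only high control, full reaction low control · Timing – 90 min, room temperature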
# Starred values were filed as active, the others as inactive; i = inactive; . = not tested or not shown.
SMILES,Rpn11 inh,MT1-MMP act inh,eLon inh,MsrA act,PABP1 MLLE inh,FAS TE block,MsrA inh,Rin1 Abl inh,CSN inh
CC(C)C[C@H]1CN([C@@H](CC(C)C)CN2CCC[C@@H]2CN2C(=S)NC[C@@H]2Cc2ccc(O)cc2)C(=S)N1CC1CCCCC1,i,0.8,0.8,-2.9,-2.4,-99.0,0.1,0.7,-5.2
CCOC(=O)N1CCC(NC(=O)c2cc(S(=O)(=O)N3CCCCC3)ccc2F)CC1,i,6.4,-1.5,-3.1,4.2,-2.5,-0.5,1.4,7.5
O=C(Nc1ccccc1N1CCCC1)c1cc(=O)[nH]c2ccccc12,i,-2.0,-9.9,-0.9,-7.1,-6.9,0.1,1.2,2.5
Cc1cc(C)cc(C(=O)N(c2ccccn2)C(C)c2ccco2)c1 (configuration not stated),i,5.1,-5.0,-2.7,2.1,-6.9,1.3,-4.4,0.1
CCOc1ccc(C(CN2CCOCC2)C(C)=O)cc1OC (configuration not stated),i,-0.1,5.6,-5.5,-12.8,0.1,-1.0,-1.5,2.9
COc1ccc(-c2nnc(-c3cc4ccccc4oc3=O)o2)cc1,i,4.0,-4.0,-9.3,-13.3,-3.1,1.4,3.5,-0.2
CCOc1c(Br)cc(/C=C2\C(=O)N(CCC#N)N=C2C)cc1OC,i,14.8,2.9,-1.4,4.7,-0.7,0.9,3.7,2.8
Cc1cc(C)n(C(=O)/C=C/c2cccs2)n1,i,1.6,1.0,-1.8,12.5,-4.0,2.0,-1.9,114.5
O=C(CSCc1cc(=O)n2nc(C3CC3)sc2n1)Nc1ccccc1Cl,i,0.4,-8.1,-1.6,-6.4,-6.4,2.6,2.6,-2.3
CCNC(=O)C1CC(=O)N(CCCc2ccccc2)C(=Nc2ccccc2)S1 (configuration not stated),i,-1.6,4.4,-2.3,4.0,17.9,0.2,-5.0,0.1

# 2 compounds from above, reduced to MsrA act, Rpn11 inh and Rin1 Abl inh.
smiles	MsrA act	Rpn11 inh	Rin1 Abl inh
CCOC(=O)N1CCC(NC(=O)c2cc(S(=O)(=O)N3CCCCC3)ccc2F)CC1	-3.1	i	1.4
O=C(Nc1ccccc1N1CCCC1)c1cc(=O)[nH]c2ccccc12	-0.9	i	1.2

# Remaining list, next part.
SMILES,Rpn11 inh,MT1-MMP act inh,eLon inh,MsrA act,PABP1 MLLE inh,FAS TE block,MsrA inh,Rin1 Abl inh,CSN inh
Cc1cc(C)cc(N(CC(=O)N2CCC(C)CC2)S(=O)(=O)c2ccccc2)c1,i,-2.9,-12.5,-6.1,3.4,7.5,0.3,5.7,-0.7
CN(C)c1ccc(NC(=O)CSCc2nc3c(nnn3Cc3ccc(F)cc3)c(=O)[nH]2)cc1,i,-5.9,7.9,-2.5,3.7,-6.2,.,-0.3,-0.3
CCc1ccc(N2Cc3ccccc3C2)cc1,i,-5.2,1.7,-7.3,-13.8,6.3,1.4,-1.1,7.6
COc1ccc(NC(C)=O)cc1S(=O)(=O)Nc1ccc(OCc2ccccc2)cc1,i,3.2,15.5,-1.5,9.5,5.7,-0.2,-0.2,3.4
O=C(Nc1cccnc1)c1ccc(-c2cc(Cl)ccc2Cl)o1,i,8.9,-3.6,-9.5,-8.3,18.6,1.0,-6.4,-7.5
CN(C)C(=O)c1ccc(NC(=O)c2ccccc2SCC(=O)N2CCCC2)cc1,i,-2.9,-7.9,-3.3,4.6,-6.4,0.2,0.7,-2.5
CC(C)n1c(N2CCN(C(=O)Nc3ccccc3)CC2)nc2ccccc21,i,-9.0,-1.8,-2.3,-6.1,2.6,1.1,-2.0,5.0
Cc1ccc(/C([O-])=C(/C(=S)NCc2ccccc2)[n+]2cccc(CO)c2)cc1[N+](=O)[O-],i,1.3,-0.1,-2.5,-38.9,3.5,-0.1,1.2,-2.1
COc1ccc2c(CC(=O)Nc3ccc(OC)nc3)coc2c1,i,5.0,-3.1,-9.6,-1.1,1.9,0.0,-4.4,-3.8
Cc1cccc(Sc2nc(-c3ccccc3)ncc2C(=O)O)c1,i,4.6,6.0,-3.0,2.9,-0.6,1.4,-2.2,-8.5
CCOC(=O)C1=CCN(S(=O)(=O)c2ccccc2)C1c1ccc(C)cc1 (configuration not stated),i,0.7,4.4,-8.8,0.2,26.5,0.1,4.3,-1.7
Cc1cc(C)n(CC(O)COc2ccccc2Br)n1 (configuration not stated),i,-1.2,3.7,-2.9,0.4,-4.6,1.6,-1.2,1.7
COc1ccc(C(=O)Nc2cc(Cl)cc(Cl)c2)c(OC)n1,i,1.8,-0.4,-1.0,0.3,5.0,-0.2,0.9,4.5
O=C(c1ccc(C(=O)N2CCOCC2)s1)N1CCOCC1,i,-0.8,-11.7,-3.2,12.2,-4.8,-0.4,0.5,2.9
COc1ccc(OC)c(Nc2nc(C)nc3c2oc2ccccc23)c1,i,-3.3,-3.9,-3.7,7.0,8.1,1.0,0.2,-1.1
FC(F)(F)Oc1ccc(NC(=S)Nc2ccc(OC(F)(F)F)cc2)cc1,i,1.4,-1.4,-3.8,22.1,8.3,-0.7,-0.2,5.6
O=C(CCSc1nc(-c2ccco2)cc(C(F)(F)F)n1)NCCN1CCOCC1,i,0.5,-6.2,-2.0,-5.4,-10.4,2.6,-1.4,-9.2
C=CCn1cc(C(=O)NCCCOC)c(=O)c2cc(S(=O)(=O)N3CCC(C)CC3)ccc21,i,5.4,-1.4,0.9,-5.3,10.9,0.7,0.4,-1.3
CC(=O)Nc1ccc(S(=O)(=O)N(C)CC(=O)Nc2ccccc2N2CCCC2)cc1,i,2.5,-13.8,-2.8,3.4,-4.6,-1.5,-1.0,3.6
O=C(COC(=O)c1ccc2ccccc2c1O)NCC(F)(F)F,i,11.6,-4.7,-1.4,8.4,2.8,-0.6,-4.9,1.4

# Compound profiles, as listed above. Screens in order: Rpn11 inh, MT1-MMP act inh, eLon inh, MsrA act, PABP1 MLLE inh, FAS TE block, MsrA inh, Rin1 Abl inh, CSN inh
# `O=C(c1ccc(C(=O)N2CCOCC2)s1)N1CCOCC1` in the list: i, -0.8, -11.7, -3.2, 12.2, -4.8, -0.4, 0.5, 2.9
# `CCOC(=O)C1=CCN(S(=O)(=O)c2ccccc2)C1c1ccc(C)cc1` (configuration not stated) in the list: i, 0.7, 4.4, -8.8, 0.2, 26.5, 0.1, 4.3, -1.7

# Next part:
SMILES,Rpn11 inh,MT1-MMP act inh,eLon inh,MsrA act,PABP1 MLLE inh,FAS TE block,MsrA inh,Rin1 Abl inh,CSN inh
CCCn1cnnc1CNC(=O)[C@H]1O[C@@H](n2ccc(N)nc2=O)[C@H](O)[C@@H]1O,.,1.0,0.2,-2.0,.,-9.7,-0.4,.,-1.4
OCCN1CCN(Cc2cc(Cl)c3cccnc3c2O)CC1,i,3.6,0.7,-3.0,2.5,-6.4,-0.1,-0.2,-3.4
CC(C)CCOC(=O)C1C(c2ccccc2)C(C(=O)O)C1c1ccccc1 (configuration not stated),i,0.8,-8.5,-4.6,-1.9,-5.3,-0.1,-5.1,5.7
Cc1cccnc1NC(=O)c1cccc(S(=O)(=O)N2CCN(c3ccccc3)CC2)c1,i,5.9,-0.4,-1.4,8.4,4.1,0.1,1.7,-1.7
Cn1c(-c2ccc3c(c2)OCO3)cnc1N,i,15.1,1.3,-3.0,-5.2,-4.5,-0.3,4.1,2.5
Cc1c(NC(=O)C2CC(c3cccc(Br)c3)=NO2)c(=O)n(-c2ccccc2)n1C (configuration not stated),i,1.9,9.8,-1.1,-5.7,-1.5,0.3,2.1,3.3
CCCCN(C(=O)c1ccc(N(C)S(=O)(=O)c2ccc(C)cc2)cc1)c1c(N)n(CCCC)c(=O)[nH]c1=O,i,-0.2,-21.1,-1.1,-10.0,-3.1,-0.8,-0.9,0.4
Cc1ccc2nc(NC(=O)COC(=O)CSc3nc(C)cc(C)n3)sc2c1,i,-1.3,-1.2,-1.9,21.2,-4.6,0.4,-2.9,9.2
Cc1ccc(-c2cn(-c3ccc(SC(F)F)cc3)c3[n+]2CCC3)cc1,i,11.8,-10.9,-4.5,21.0,-14.4,0.0,-0.3,0.8
CC1(C(=O)NS(=O)(=O)c2ccc(Cl)s2)CCN1C(=O)c1ccccc1CCc1ccccc1 (configuration not stated),i,-0.5,-12.7,-4.0,4.6,-3.2,0.2,-3.7,-0.8
Cc1ccc(CNC(=O)c2cc(C)nn2-c2ccccc2)cc1,i,-2.2,0.2,1.1,-6.8,-3.6,-0.6,2.1,0.8
C[C@H]1CN([C@@H](C)CO)C(=O)CCCn2nncc2CO[C@H]1CN(C)C(=O)CCC(F)(F)F,i,-2.6,2.6,-0.5,-5.5,-8.4,0.5,-3.4,-5.8
O=C(CCSc1nc(-c2ccco2)cc(C(F)(F)F)n1)Nc1ccc2c(c1)OCO2,i,6.4,-3.0,-0.3,1.1,16.8,0.7,-0.6,1.5
COC(=O)C1CCN(C(=O)COC(=O)CC(NC(C)=O)c2ccccc2)CC1 (configuration not stated),i,-7.9,-2.5,-6.9,-2.5,-8.2,1.4,-1.8,-0.1
CCOc1ccccc1NC(=O)CNC(=O)c1nn(-c2ccc(OC)c(OC)c2)c(=O)c2ccccc12,i,-2.1,5.4,-1.3,7.9,12.6,-0.8,2.6,6.6
Cc1cc(C)nc(N2C(=O)CC(Cc3ccc(Cl)cc3)C2=O)n1 (configuration not stated),i,-1.9,5.7,-5.7,-12.7,-7.3,1.5,5.4,9.2
COC(=O)CN(c1ccccc1F)S(=O)(=O)c1ccc(C)cc1,i,-0.1,-7.7,-3.6,6.6,0.9,-1.2,1.2,-5.4
CCOc1ccc(C(=O)SC2=NCCS2)cc1,i,3.9,0.5,-6.5,-11.6,-1.2,0.2,0.1,0.0
CCCCn1c(N)c(N(CC(C)C)C(=O)c2cc(-c3ccncc3)nc3ccccc23)c(=O)[nH]c1=O,i,-10.1,-25.8,1.3,-30.4,-2.9,1.7,6.3,14.6
C/C=C/C=C(/NC(=O)c1ccccc1)C(=O)Nc1ccccc1,i,0.1,-8.3,-2.5,7.7,-5.1,1.5,-0.4,3.1
COc1cccc(-n2c(SCC(=O)N3CCOCC3)nc3c([nH]c4ccccc43)c2=O)c1,i,9.9,-8.9,-2.4,-2.8,-3.9,1.8,-1.4,5.2
CCOC(=O)C1CCCN(C(=O)/C=C/c2cccc([N+](=O)[O-])c2)C1 (configuration not stated),i,-0.8,-3.0,-3.1,4.0,23.1,0.7,-3.0,-1.0
O=C(c1cc(-c2ccco2)nc2ccccc12)N1CCN(Cc2ccccc2)CC1,i,-7.3,-4.5,-2.0,3.8,-4.6,-0.2,0.9,5.1
Cc1ccc(-n2cnc3c(sc4nc(N5CCOCC5)c5c(c43)CCCC5)c2=O)cc1,i,-6.1,1.8,-2.4,2.0,49.9,1.6,1.3,-2.5
CC(=O)N1CCCC(N2CCN(c3cccc(C(F)(F)F)c3)CC2)C1 (configuration not stated),i,2.9,5.9,-4.2,-7.1,-2.8,-0.8,0.3,-3.2
O=C(C1=NNCC1c1ccccc1)C1CO1 (configuration not stated),i,0.3,0.7,-5.8,0.4,-7.5,3.4,1.7,1.3

# Part of the list above in order of number of heavy atoms, low to high:
SMILES,Rpn11 inh,MT1-MMP act inh,eLon inh,MsrA act,PABP1 MLLE inh,FAS TE block,MsrA inh,Rin1 Abl inh,CSN inh
O=C(C1=NNCC1c1ccccc1)C1CO1 (configuration not stated),i,0.3,0.7,-5.8,0.4,-7.5,3.4,1.7,1.3
CCOC(=O)C1CCCN(C(=O)/C=C/c2cccc([N+](=O)[O-])c2)C1 (configuration not stated),i,-0.8,-3.0,-3.1,4.0,23.1,0.7,-3.0,-1.0
CC(=O)N1CCCC(N2CCN(c3cccc(C(F)(F)F)c3)CC2)C1 (configuration not stated),i,2.9,5.9,-4.2,-7.1,-2.8,-0.8,0.3,-3.2
